TcdB inh – TcdB glycohydrolase inhibition | TcdB glycohydrolase enzymatic assay, plate reader | inhibition, % at 9.99 µM | hit rate 0.24% among 350,000 | AID 652162; in the data active = inhibition above about 10%
Target sequence (P18177 whole entry, looked up): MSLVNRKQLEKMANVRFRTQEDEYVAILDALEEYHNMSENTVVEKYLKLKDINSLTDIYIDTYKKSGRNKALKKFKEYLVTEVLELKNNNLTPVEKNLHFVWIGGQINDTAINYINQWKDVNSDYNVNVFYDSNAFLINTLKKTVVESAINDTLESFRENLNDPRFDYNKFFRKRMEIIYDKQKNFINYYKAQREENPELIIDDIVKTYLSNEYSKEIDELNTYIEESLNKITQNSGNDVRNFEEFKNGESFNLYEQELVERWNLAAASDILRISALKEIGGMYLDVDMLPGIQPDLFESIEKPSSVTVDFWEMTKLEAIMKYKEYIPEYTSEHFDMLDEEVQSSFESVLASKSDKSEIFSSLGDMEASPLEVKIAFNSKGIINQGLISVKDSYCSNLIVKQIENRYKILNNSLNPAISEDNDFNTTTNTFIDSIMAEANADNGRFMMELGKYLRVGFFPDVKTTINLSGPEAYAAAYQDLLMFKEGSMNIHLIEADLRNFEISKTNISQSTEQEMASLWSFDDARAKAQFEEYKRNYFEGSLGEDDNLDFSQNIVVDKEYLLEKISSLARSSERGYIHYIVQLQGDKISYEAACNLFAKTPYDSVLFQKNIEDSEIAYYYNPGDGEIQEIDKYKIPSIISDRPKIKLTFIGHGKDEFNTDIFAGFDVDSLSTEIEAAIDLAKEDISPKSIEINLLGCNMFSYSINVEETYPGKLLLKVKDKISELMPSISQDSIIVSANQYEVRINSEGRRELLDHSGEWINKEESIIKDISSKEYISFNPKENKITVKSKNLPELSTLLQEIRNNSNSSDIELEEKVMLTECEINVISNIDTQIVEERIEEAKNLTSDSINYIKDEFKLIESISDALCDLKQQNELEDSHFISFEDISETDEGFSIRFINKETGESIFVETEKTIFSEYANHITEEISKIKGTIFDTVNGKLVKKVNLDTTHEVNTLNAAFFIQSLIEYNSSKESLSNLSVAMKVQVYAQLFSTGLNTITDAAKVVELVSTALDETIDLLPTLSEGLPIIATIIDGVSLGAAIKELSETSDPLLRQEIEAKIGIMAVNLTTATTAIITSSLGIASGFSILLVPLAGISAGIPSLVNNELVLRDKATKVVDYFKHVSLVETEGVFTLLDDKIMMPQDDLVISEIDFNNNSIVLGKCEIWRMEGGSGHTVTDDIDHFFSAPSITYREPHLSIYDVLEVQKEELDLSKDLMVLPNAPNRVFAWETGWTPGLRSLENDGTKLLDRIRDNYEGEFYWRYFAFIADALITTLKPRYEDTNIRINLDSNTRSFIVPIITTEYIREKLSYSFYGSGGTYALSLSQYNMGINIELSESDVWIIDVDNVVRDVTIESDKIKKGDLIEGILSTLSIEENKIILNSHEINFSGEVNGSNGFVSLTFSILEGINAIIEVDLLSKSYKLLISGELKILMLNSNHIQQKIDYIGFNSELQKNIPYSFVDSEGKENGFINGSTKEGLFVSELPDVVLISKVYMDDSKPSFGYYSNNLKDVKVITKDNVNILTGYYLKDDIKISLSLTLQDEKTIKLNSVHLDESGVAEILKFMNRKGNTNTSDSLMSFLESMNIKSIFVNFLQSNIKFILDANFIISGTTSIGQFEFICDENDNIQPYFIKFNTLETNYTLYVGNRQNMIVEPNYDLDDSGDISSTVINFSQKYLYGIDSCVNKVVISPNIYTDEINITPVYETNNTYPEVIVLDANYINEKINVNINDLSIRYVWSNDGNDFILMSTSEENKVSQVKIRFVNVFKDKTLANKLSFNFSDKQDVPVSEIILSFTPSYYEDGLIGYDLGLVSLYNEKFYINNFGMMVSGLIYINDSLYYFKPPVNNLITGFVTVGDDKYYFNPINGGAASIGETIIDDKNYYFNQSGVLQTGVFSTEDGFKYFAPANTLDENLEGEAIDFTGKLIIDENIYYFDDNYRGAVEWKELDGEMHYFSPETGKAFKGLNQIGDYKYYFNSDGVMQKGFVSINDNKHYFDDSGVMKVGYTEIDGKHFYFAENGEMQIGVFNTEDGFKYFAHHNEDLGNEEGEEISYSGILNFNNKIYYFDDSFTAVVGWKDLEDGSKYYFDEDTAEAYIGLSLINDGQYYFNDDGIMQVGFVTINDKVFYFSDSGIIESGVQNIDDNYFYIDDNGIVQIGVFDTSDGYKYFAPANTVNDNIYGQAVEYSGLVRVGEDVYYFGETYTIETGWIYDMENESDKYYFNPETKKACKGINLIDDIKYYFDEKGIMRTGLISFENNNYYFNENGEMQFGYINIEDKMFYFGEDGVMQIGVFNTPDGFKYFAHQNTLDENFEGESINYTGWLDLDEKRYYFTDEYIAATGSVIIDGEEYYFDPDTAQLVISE
* marks the source's active call; other numbers are inactive results; & = joins results of further samples.

compound | TcdB inh
C[C@@H]1CN([C@H](C)CO)S(=O)(=O)c2ccc(C#CC3CC3)cc2O[C@H]1CN(C)C(=O)c1ccccn1 | 1.0
O=C(Cc1ccccn1)N[C@H]1CC[C@@H](CCn2cc(-c3cccnc3)nn2)O[C@@H]1CO | -0.2
CO[C@H]1CN(C)C(=O)c2ccc(NC(=O)C3CC3)cc2OC[C@@H](C)N(C(=O)NC(C)C)C[C@@H]1C | -0.3
Cc1noc(C)c1NC(=O)Nc1ccc2c(c1)C(=O)N([C@@H](C)CO)C[C@H](C)[C@H](CN(C)Cc1ccc(Cl)c(Cl)c1)OCCCC[C@@H](C)O2 | -1.0
COc1cccc(C(=O)N2C[C@@H]3[C@H](c4ccccc42)[C@@H](CO)N3C(=O)c2ccc(F)cc2)c1 | 0.8
C[C@H](NC(=O)[C@H]1[C@H](CO)[C@H]2Cn3c(ccc(-c4ccccc4F)c3=O)[C@@H]1N2)c1ccccc1 | -0.7
O=C(C[C@H]1CC[C@@H](NC(=O)C2CCOCC2)[C@@H](CO)O1)NCc1ccncc1 | 0.0
O=C(C[C@H]1CC[C@H]2[C@@H](COC[C@H](O)CN2Cc2cc(F)ccc2F)O1)N[C@H]1CCN(Cc2ccccc2)C1 | -0.5
CCS(=O)(=O)N1CCCCN2[C@H](CO)[C@@H](c3ccc(-c4ccccc4F)cc3)[C@@H]2C1 | -10
COc1ccc(S(=O)(=O)Nc2ccc3c(c2)C(=O)N([C@@H](C)CO)C[C@@H](C)[C@@H](CN(C)C(=O)c2ccccc2)OCCCC[C@@H](C)O3)cc1 | -0.3
O=C(C[C@@H]1CC[C@H]2[C@@H](COC[C@@H](O)CN2Cc2cccc(F)c2)O1)NCCc1ccncc1 | 0.2
COc1cccc(S(=O)(=O)N(C)C[C@H]2Oc3ncc(C#CCC(C)C)cc3C(=O)N([C@@H](C)CO)C[C@H]2C)c1 | 0.9
C[C@H](CO)N1C[C@H](C)[C@@H](CN(C)C(=O)Nc2ccc(-c3ccccc3)cc2)OCc2ccccc2-c2c(n(C)c3ccccc23)C1=O | 0.3
C[C@@H]1CN([C@H](C)CO)C(=O)c2c(c3ccccc3n2C)-c2ccccc2CO[C@H]1CN(C)C(=O)C1CC1 | -6.2
COCC(=O)N1CC(=O)N2[C@H](C1)[C@@H](c1ccc(C#CC(C)C)cc1)[C@@H]2CO | 0.7
CC(C)C#Cc1ccc2c(c1)O[C@H](CN(C)C(=O)Cc1ccccn1)[C@H](C)CN([C@H](C)CO)S2(=O)=O | 0.1
CCC(=O)Nc1ccc2c(c1)OC[C@@H](C)N(C(=O)c1ccncc1)C[C@H](C)[C@@H](OC)CN(C)C2=O | 0.6
C[C@H](CO)N1C[C@H](C)[C@H](CN(C)Cc2ccc(Cl)c(Cl)c2)OCc2cnnn2CCCC1=O | 2.1
Cc1ccccc1-c1ccc([C@@H]2[C@H](CO)N3CCCCN(C(=O)Nc4ccc(F)cc4)C[C@@H]23)cc1 | 1.1
C[C@H]1CN([C@@H](C)CO)S(=O)(=O)c2ccc(-c3cccnc3)cc2O[C@H]1CN(C)Cc1ccncc1 | -0.3

Later entries
compound | TcdB inh
C[C@@H]1CCCCO[C@@H](CN(C)C(=O)Nc2ccc3c(c2)OCO3)[C@H](C)CN([C@@H](C)CO)C(=O)c2cc(NC(=O)Nc3ccc(C(F)(F)F)cc3)ccc2O1 | -0.3
CC(=O)N[C@@H]1CC[C@@H](CC(=O)NCC2CCCCC2)O[C@H]1CO | 0.3
C[C@@H]1CN([C@H](C)CO)C(=O)c2cc(C#CCc3ccccc3)cnc2O[C@@H]1CN(C)C(=O)C1CCCCC1 | -0.5
Cc1cccc(-c2ccc(C3[C@H]4CNC[C@@H]3N4S(=O)(=O)c3ccccc3F)cc2)c1 (some centres undefined) | 1.9&0.4
COc1cccc(S(=O)(=O)N2[C@@H]3CNC[C@H]2C3c2ccc(-c3ccccc3OC)cc2)c1 (some centres undefined) | -0.6&0.4
COc1ccccc1C#Cc1cnc2c(c1)C(=O)N([C@@H](C)CO)C[C@@H](C)[C@@H](CN(C)C(=O)CN(C)C)O2 | 0.6
C/C=C/c1ccc([C@H]2[C@H](CO)N3C(=O)CN(C(=O)Nc4cccc(OC)c4)C[C@@H]23)cc1 | 1.7
C[C@@H]1CN([C@H](C)CO)C(=O)c2cccc(NS(=O)(=O)c3ccccc3)c2O[C@@H]1CN(C)S(=O)(=O)c1cn(C)cn1 | -0.6
CC(C)C#Cc1ccc([C@@H]2[C@H]3CN(C(=O)c4ccc5c(c4)OCO5)CC(=O)N3[C@H]2CO)cc1 | -0.2
C[C@@H]1CCCCO[C@@H](CN(C)C(=O)c2ccncc2)[C@@H](C)CN([C@@H](C)CO)C(=O)c2cc(NS(=O)(=O)c3ccc(Cl)cc3)ccc2O1 | 0.6
C[C@@H]1CN([C@@H](C)CO)C(=O)c2cc(NC(=O)Cc3ccccc3)ccc2O[C@@H]1CN(C)S(=O)(=O)c1ccc(Cl)cc1 | 0.5
CC(=O)N1[C@H](C(=O)NCc2ccccc2Cl)[C@@H](CO)[C@@H]2Cn3c(ccc(-c4ccccc4)c3=O)[C@@H]21 | -0.1
CC(=O)N(C)C[C@H]1Oc2ncc(C#CCc3ccccc3)cc2C(=O)N([C@@H](C)CO)C[C@H]1C | -1.0
Cc1noc(C)c1NC(=O)NCC[C@H]1CC[C@H](NC(=O)c2ccc(F)cc2)[C@@H](CO)O1 | -0.9
C[C@@H]1CN([C@H](C)CO)C(=O)c2cc(NC(=O)Nc3ccccc3)ccc2O[C@H]1CN(C)C(=O)Nc1cccc2ccccc12 | -1.2
O=C(Nc1ccc2c(c1)[C@H]1C[C@@H](CC(=O)N3CCOCC3)O[C@@H](CO)[C@H]1O2)NC1CCCCC1 | -0.6
Cc1ccccc1-c1ccc(C2[C@H]3CNC[C@@H]2N3S(=O)(=O)c2ccc(Cl)cc2)cc1 (some centres undefined) | 0.6
O=C(C[C@@H]1CC[C@@H]2[C@H](COC[C@H](O)CN2CC2CCCCC2)O1)NCc1ccc(Cl)cc1 | -0.6
O=C(Nc1ccc2c(c1)[C@@H]1C[C@@H](CC(=O)N3CCc4ccccc4C3)O[C@H](CO)[C@@H]1O2)C1CCC1 | 0.4
C[C@H]1CN([C@@H](C)CO)C(=O)c2cccc(NS(=O)(=O)c3ccc(F)cc3)c2O[C@H]1CN(C)C(=O)Nc1ccc(F)cc1 | 1.6

molecule: CNC[C@@H]1OCCCC[C@@H](C)Oc2ccc(NC(=O)c3ccncc3)cc2C(=O)N([C@H](C)CO)C[C@@H]1C
  TcdB inh = -6.3

molecule: Cc1ccccc1S(=O)(=O)NCC[C@H]1CC[C@@H](NC(=O)C2CCCC2)[C@@H](CO)O1
  TcdB inh = -1.3

molecule: O=C(C1CCCC1)N1C[C@@H]2[C@H](c3ccccc31)[C@H](CO)N2C(=O)Cc1ccccn1
  TcdB inh = 1.6

molecule: C[C@@H]1CN([C@@H](C)CO)C(=O)c2cccc(NC(=O)c3cnccn3)c2O[C@H]1CN(C)C(=O)Nc1cccc2ccccc12
  TcdB inh = 1.1

molecule: COCC(=O)Nc1ccc2c(c1)[C@H]1C[C@H](CC(=O)NCc3ccc(-c4ccccc4)cc3)O[C@H](CO)[C@H]1O2
  TcdB inh = -2.7

molecule: C/C=C/c1ccc([C@@H]2[C@H](C#N)N(C(=O)NC3CCCC3)[C@H]2CO)cc1
  TcdB inh = -0.5

molecule: COc1ccccc1S(=O)(=O)N[C@@H]1C=C[C@@H](CC(=O)N2CCOCC2)O[C@@H]1CO
  TcdB inh = -0.2

molecule: CCCC(=O)Nc1ccc2c(c1)C(=O)N(C)C[C@H](OC)[C@H](C)CN(CCc1ccccc1)[C@@H](C)CO2
  TcdB inh = 0.3

molecule: CO[C@@H]1CN(C)C(=O)c2ccc(NC(=O)c3ccccc3F)cc2OC[C@@H](C)N(C)C[C@H]1C
  TcdB inh = -3.2

molecule: Cc1noc(C)c1S(=O)(=O)Nc1ccc2c(c1)C(=O)N([C@@H](C)CO)C[C@H](C)[C@@H](CN(C)C(=O)Nc1ccccc1)OCCCC[C@H](C)O2
  TcdB inh = 1.1

Arranged by SMILES length (ascending): four of the compounds above
molecule: O=C(C1CCCC1)N1C[C@@H]2[C@H](c3ccccc31)[C@H](CO)N2C(=O)Cc1ccccn1
  TcdB inh = 1.6

molecule: CO[C@@H]1CN(C)C(=O)c2ccc(NC(=O)c3ccccc3F)cc2OC[C@@H](C)N(C)C[C@H]1C
  TcdB inh = -3.2

molecule: CNC[C@@H]1OCCCC[C@@H](C)Oc2ccc(NC(=O)c3ccncc3)cc2C(=O)N([C@H](C)CO)C[C@@H]1C
  TcdB inh = -6.3

molecule: C[C@@H]1CN([C@@H](C)CO)C(=O)c2cccc(NC(=O)c3cnccn3)c2O[C@H]1CN(C)C(=O)Nc1cccc2ccccc12
  TcdB inh = 1.1

Not a retest: entries from further up.
molecule: COc1ccccc1S(=O)(=O)N[C@@H]1C=C[C@@H](CC(=O)N2CCOCC2)O[C@@H]1CO
  TcdB inh = -0.2

molecule: CCCC(=O)Nc1ccc2c(c1)C(=O)N(C)C[C@H](OC)[C@H](C)CN(CCc1ccccc1)[C@@H](C)CO2
  TcdB inh = 0.3

molecule: CO[C@@H]1CN(C)C(=O)c2ccc(NC(=O)c3ccccc3F)cc2OC[C@@H](C)N(C)C[C@H]1C
  TcdB inh = -3.2

molecule: Cc1noc(C)c1S(=O)(=O)Nc1ccc2c(c1)C(=O)N([C@@H](C)CO)C[C@H](C)[C@@H](CN(C)C(=O)Nc1ccccc1)OCCCC[C@H](C)O2
  TcdB inh = 1.1

Continuation:
molecule: C[C@@H]1CCCCO[C@@H](CN(C)C(=O)Nc2ccc(F)cc2)[C@H](C)CN([C@H](C)CO)C(=O)c2cc(NC(=O)Nc3ccccc3)ccc2O1
  TcdB inh = 0.7

molecule: CO[C@@H]1CN(C)C(=O)c2cc(NC(=O)Nc3cc(F)ccc3F)ccc2OC[C@H](C)N(C)C[C@@H]1C
  TcdB inh = -7.6

molecule: C[C@@H]1CN([C@@H](C)CO)C(=O)c2cccc(NS(=O)(=O)c3ccc(F)cc3)c2O[C@@H]1CN(C)Cc1ccncc1
  TcdB inh = -0.6

molecule: CC(C)NC(=O)Nc1cccc2c1O[C@H](CN(C)Cc1ccc(Oc3ccccc3)cc1)[C@H](C)CN([C@@H](C)CO)C2=O
  TcdB inh = -3.0

molecule: CCCN1C[C@H](C)[C@@H](OC)CN(C)C(=O)c2cc(NC(=O)c3ccccc3)ccc2OC[C@@H]1C
  TcdB inh = -2.8

molecule: C[C@@H]1CN([C@H](C)CO)C(=O)Cc2cc(NS(=O)(=O)c3cccs3)ccc2O[C@H]1CN(C)Cc1ccccc1
  TcdB inh = 0.0

molecule: COc1ccc(S(=O)(=O)N2C[C@H](O)COC[C@H]3O[C@H](CC(=O)NCCCN4CCOCC4)CC[C@@H]32)cc1
  TcdB inh = -0.2

molecule: O=C(N[C@@H]1C=C[C@@H](CC(=O)N2CCCCC2)O[C@H]1CO)c1ccc2c(c1)OCO2
  TcdB inh = -0.8

molecule: COC(=O)C[C@@H]1CC[C@@H](NC(=O)c2ccccc2)[C@H](CO)O1
  TcdB inh = 0.4

molecule: COc1ccc(-c2ccc3n(c2=O)C[C@@H]2[C@@H](CO)[C@H](C(=O)NCCN4CCCCC4)N(C)[C@H]32)cc1
  TcdB inh = -0.5

molecule: C[C@@H]1CCCCO[C@H](CN(C)C(=O)Nc2ccc(F)cc2)[C@@H](C)CN([C@H](C)CO)C(=O)c2cc(NC(=O)Nc3ccc4c(c3)OCO4)ccc2O1
  TcdB inh = 0.6

molecule: COc1ccccc1-c1cn(CC[C@@H]2CC[C@H](NC(=O)NC(C)C)[C@H](CO)O2)nn1
  TcdB inh = -0.4

molecule: CN(C)CC(=O)N[C@@H]1CC[C@@H](CCn2cc(C3CCCCC3)nn2)O[C@H]1CO
  TcdB inh = -0.7

molecule: COc1ccc(S(=O)(=O)Nc2ccc3c(c2)C(=O)N([C@@H](C)CO)C[C@@H](C)[C@H](CN(C)C(=O)C2CCCCC2)OCCCC[C@H](C)O3)cc1
  TcdB inh = -0.8

molecule: O=C(O)[C@H]1[C@H](CO)[C@H]2Cn3c(ccc(-c4cccc(F)c4)c3=O)[C@@H]1N2CCc1ccccc1
  TcdB inh = -2.0

molecule: COCC#Cc1cnc2c(c1)C(=O)N([C@@H](C)CO)C[C@H](C)[C@H](CN(C)C(=O)CN1CCOCC1)O2
  TcdB inh = 0.2

molecule: C[C@@H]1CCCCO[C@@H](CN(C)C(=O)c2ccccc2)[C@H](C)CN([C@H](C)CO)C(=O)c2cc(NS(=O)(=O)c3cn(C)cn3)ccc2O1
  TcdB inh = -0.2

molecule: C[C@@H]1CN([C@H](C)CO)C(=O)c2cccc(NC(=O)c3nc4ccccc4s3)c2O[C@H]1CN(C)Cc1ccc(C(F)(F)F)cc1
  TcdB inh = -1.1

molecule: COc1ccc(S(=O)(=O)Nc2cccc3c2O[C@H](CN(C)Cc2ccc(C(F)(F)F)cc2)[C@H](C)CN([C@H](C)CO)C3=O)cc1
  TcdB inh = -0.3

molecule: Cc1ccc(-c2cnc3c(c2)C(=O)N([C@H](C)CO)C[C@H](C)[C@@H](CN(C)C(=O)c2ccc(F)cc2)O3)cc1
  TcdB inh = 0.6

molecule: C[C@H]1CN([C@@H](C)CO)C(=O)c2cc(C#CC3(O)CCCC3)cnc2O[C@@H]1CN(C)Cc1cccnc1
  TcdB inh = -0.5

molecule: C[C@@H]1CN([C@H](C)CO)C(=O)c2cccc(NC(=O)c3ccc(-c4nccs4)cc3)c2O[C@@H]1CN(C)Cc1ccc2c(c1)OCO2
  TcdB inh = -8.0

molecule: C[C@H](CO)N1C[C@H](C)[C@H](CN(C)CC2CCCCC2)OCCCC[C@H](C)Oc2ccc(NC(=O)C3CCCCC3)cc2C1=O
  TcdB inh = -1.7

molecule: C[C@@H]1CN([C@@H](C)CO)C(=O)c2cccc(NC(=O)C3CCCCC3)c2O[C@H]1CN(C)C(=O)NC1CCCCC1
  TcdB inh = -1.4

molecule: CC(C)NC(=O)Nc1ccc2c(c1)C(=O)N([C@H](C)CO)C[C@@H](C)[C@@H](CN(C)Cc1ccc(C(F)(F)F)cc1)OCCCC[C@@H](C)O2
  TcdB inh = -0.4

molecule: C[C@H]1CN([C@@H](C)CO)C(=O)c2cc(Br)cnc2O[C@@H]1CN(C)Cc1ccncc1
  TcdB inh = -0.4

molecule: O=C(C[C@H]1C=C[C@@H](NC(=O)Nc2ccc(C(F)(F)F)cc2)[C@H](CO)O1)NCCN1CCCC1
  TcdB inh = 1.6

molecule: COc1ccc(-c2ccccc2[C@H]2[C@@H](CO)N(C(=O)C3CCCC3)[C@H]2C#N)cc1
  TcdB inh = -0.5

Compound activity: PubChem, Broad Institute

A portion of the library; rates above refer to the full screens.
